# ST2 inh: IL1RL1 inhibition. AlphaLISA ST2-Fc/biotin-IL-33 interaction, 1 h. inhibition, % for hits at 17 µM. Q01638. 2.3% of 78,000 active; in the data active = inhibition above about 30%; inconclusive = mostly about 10% to 28%
# Target sequence (Q01638 whole entry, looked up): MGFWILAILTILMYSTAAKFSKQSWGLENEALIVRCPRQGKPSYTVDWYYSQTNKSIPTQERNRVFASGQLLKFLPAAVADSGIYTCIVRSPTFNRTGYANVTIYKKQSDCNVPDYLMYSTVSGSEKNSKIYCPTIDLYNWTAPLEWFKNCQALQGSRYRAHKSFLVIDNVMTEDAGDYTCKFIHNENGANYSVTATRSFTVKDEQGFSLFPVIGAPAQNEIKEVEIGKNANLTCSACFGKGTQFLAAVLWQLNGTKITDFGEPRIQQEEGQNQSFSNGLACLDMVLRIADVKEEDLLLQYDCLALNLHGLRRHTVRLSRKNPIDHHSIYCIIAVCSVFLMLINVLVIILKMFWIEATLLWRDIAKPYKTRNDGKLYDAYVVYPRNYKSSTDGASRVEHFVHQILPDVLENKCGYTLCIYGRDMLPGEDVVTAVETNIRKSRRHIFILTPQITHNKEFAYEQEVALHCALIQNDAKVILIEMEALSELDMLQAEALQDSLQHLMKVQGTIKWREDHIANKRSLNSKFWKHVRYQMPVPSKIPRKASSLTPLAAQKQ
# The depositor's hits bear a star; i = inactive; ? = inconclusive. Some of the compounds tested, so the mix of outcomes need not match the whole.
no.	mol	ST2 inh
1	COc1ccc([C@@H](C)NC(=O)[C@@H]2C[C@H](NC(=O)N3CCOCC3)CN2C)cc1	i
2	O=C(NC(Cc1ccc(O)cc1)C(=O)O)c1ccccc1 (stereo not given)	i
3	COc1ccccc1CCN1CCC(CN(C)C(=O)Cc2cccc(F)c2)CC1	?
4	Cc1ccc(C2(O)CCN(S(=O)(=O)c3ccc(C)c(F)c3)CC2)nc1	i
5	COc1ccc(C(=O)Nc2ccc(C(=O)NCc3ccccc3)cc2)cc1OC	i
6	Cc1ccccc1CSC1=NCCN1C(=O)Cc1ccccc1	i
7	O=C1C2C(C(=O)N1c1ccncc1)[C@@H]1C=C[C@H]2[C@H]2C[C@H]21 (stereo not given in full)	i
8	Cc1cc(Nc2ccccc2C(=O)O)n2ncnc2n1	i
9	C=C(C)CN(C)C(=O)CC(c1cccc(Cl)c1)c1ccccc1O (stereo not given)	?
10	COC(=O)[C@H](NC(=O)[C@@H]1C[C@H](NC(=O)Nc2cccc(SC)c2)CN1C(=O)c1cccn1C)C(C)C	i
11	CC(C)C(NS(=O)(=O)c1cccs1)C(=O)N1CCN(c2ccccc2)CC1 (stereo not given)	i
12	CN(CCn1ccc2ccccc21)C(=O)[C@@H](O)c1ccccc1	i
13	COc1ccc(OCC(=O)Nc2ccc(S(=O)(=O)Nc3c(C)cccc3C)cc2)cc1	i
14	O[C@@H]1CN(C2CCN(c3cccc(Cl)c3)CC2)CC[C@H]1N1CCCCCC1	?
15	COc1ccc(C(=O)Nc2ccc3oc(-c4ccccc4)nc3c2)cc1[N+](=O)[O-]	?
16	CSc1nc(C)cc(Oc2ccc(OCCOc3ccccc3)nn2)n1	i
17	CC(C)(C)n1nc2c(c1NC(=O)c1cccc(C(F)(F)F)c1)CS(=O)C2 (stereo not given)	i
18	CCOC(=O)c1sc(=NC(=O)c2ccc(C(=O)OC)cc2)n(C)c1C	?
19	COc1ccc(S(=O)(=O)Nc2cccc([N+](=O)[O-])c2)cc1Br	?
20	N#CCn1cnc2c(cnn2-c2ccc(Cl)cc2)c1=O	?
21	O=C(N[C@H]1CO[C@H]2[C@@H]1OC[C@@H]2n1nnnc1-c1ccccc1)c1ccccc1	i
22	CN(C(=O)c1cccs1)c1ccccc1-c1n[nH]c(CCc2ccccc2)n1	?
23	Cc1nc(-c2ccncc2)ncc1C(C)NC(=O)CN1CCCCC1 (stereo not given)	?
24	COc1ccc(C2C(C(=O)NC(C)C)c3cc(OC)c(OC)cc3C(=O)N2C)cc1OC (stereo not given)	i
25	O=C(Nc1c(Cl)cccc1Cl)c1cc(-c2cccs2)on1	i

# Next part, starting with the last 5 of the part before.
no.	mol	ST2 inh
21	O=C(N[C@H]1CO[C@H]2[C@@H]1OC[C@@H]2n1nnnc1-c1ccccc1)c1ccccc1	i
22	CN(C(=O)c1cccs1)c1ccccc1-c1n[nH]c(CCc2ccccc2)n1	?
23	Cc1nc(-c2ccncc2)ncc1C(C)NC(=O)CN1CCCCC1 (stereo not given)	?
24	COc1ccc(C2C(C(=O)NC(C)C)c3cc(OC)c(OC)cc3C(=O)N2C)cc1OC (stereo not given)	i
25	O=C(Nc1c(Cl)cccc1Cl)c1cc(-c2cccs2)on1	i
26	CN(C)CCNC(=O)C[C@@H]1O[C@H](CNC(=O)c2cccc(F)c2)[C@@H](O)[C@H]1O	?
27	COc1ccccc1N1C(=O)S/C(=C\c2ccccc2)C1=O	?
28	Cc1ccc(C(=O)CSC2=C(C#N)C(c3ccco3)CC(=O)N2)c(C)c1 (stereo not given)	?
29	CCOC(=O)c1c(-c2ccccc2)oc2ccc(O)c(CN3CCCC3)c12	?
30	CCOc1ccccc1Nc1ccnc2cc(Cl)ccc12	i
31	COc1ccc(C2(CNC(=O)/C=C/c3ccco3)CCCC2)cc1OC	?
32	COc1ccc(OCCSCc2nnc(NC(=O)Nc3cccc(OC)c3)s2)cc1	i
33	CCc1ccccc1-c1nc(OC)nc(OC)n1	i
34	O=C(CCN1C(=O)c2ccccc2C1=O)NCCN1CCOCC1	i
35	Cc1sc2ncnc(NC3CCCCCC3)c2c1S(=O)(=O)N1CCC(C)CC1	i
36	CC(=O)c1cccc(NC(=O)CSc2nncn2C)c1	i
37	CC(C)(C)C1CCc2onc(C(=O)NC3CCCC3)c2C1 (stereo not given)	i
38	CNC(=O)[C@@H]1C[C@H](N)CN1C(=O)c1csc2c1CCCC2	i
39	COc1ccc(NC(=O)C(=O)NC2CCCC2)c(OC)c1	?
40	CN(C)C[C@H]1O[C@@H](CO)[C@@H](O)[C@H]1N1CCN(c2ncccn2)CC1	?
41	Cc1ccccc1N=c1oc2ccc(Cl)cc2cc1C(N)=O	i
42	COC(=O)C1=C(C)N=C2SC(C)C(=O)N2C1c1ccc(Br)cc1 (stereo not given)	i
43	Cc1ccc(CN2CCn3nc(C(=O)NCCN(C)C)cc3C2)s1	i
44	CCOc1cc(C(=O)Nc2c3c(nn2-c2ccc(C)cc2)CSC3)cc(OCC)c1OCC	i
45	COc1ccc(NC(=O)CSc2nnc(NC(=O)c3ccc(Cl)cc3Cl)s2)cc1	i
46	O=C1C2[C@H](C(=O)N1c1ccccc1F)C1c3ccccc3C2(C(=O)O)c2ccccc21 (stereo not given in full)	i
47	CCOc1ccc(S(=O)(=O)Nc2ccc(OC)cc2OC)c2cccnc12	i
48	Cc1ccc(CN2CCN(C(=O)c3csc(C)n3)CC2=O)cc1	?
49	COc1ccc2oc(=Nc3ccccc3F)c(C(=O)NC(C)=O)cc2c1	i
50	Cc1ccc(S(=O)(=O)N2CCN(c3nc(C)cc(N4CCCC4)n3)CC2)c(C)c1	i
51	O=C(Cn1c2ccccc2c(=O)c2ccccc21)Nc1cccc(F)c1	i
52	Nc1ncc(Cc2cccc([N+](=O)[O-])c2)s1	?
53	COCC(=O)N1CCCN(Cc2ccnc(C(C)C)n2)CC1	?
54	CCCc1nc(C)cc(N2CCCn3nc(C(=O)O)cc3C2)n1	i
55	Cc1ccc(S(=O)(=O)CC(=O)c2ccccc2)cc1	?
56	COc1ccc(-c2nccc(N3CCCC(O)C3)n2)cc1C (stereo not given)	?
57	CCC(C(=O)Nc1cc(OC)c(NC(=O)c2ccccc2)cc1OC)c1ccccc1 (stereo not given)	i
58	CCc1ccc(-c2nc(CSCC(=O)NC(C)CC)c(C)o2)cc1 (stereo not given)	i
59	CCCCc1nc(Cl)c(CN2CCCC(N3CCCC3=O)C2)[nH]1 (stereo not given)	?
60	CC(=C\c1ccccc1)/C=C1/SC(=Nc2ccccc2)NC1=O	?
61	Cc1nn(CCCC(=O)Nc2ccc(Cl)cc2)c(C)c1[N+](=O)[O-]	i
62	CC1=C(CN2CCOCC2)C(=O)N(c2ccccn2)C1c1ccc(Cl)cc1 (stereo not given)	i
63	CCS(=O)(=O)c1ncc(CN(C)C(C)c2nc(C)sc2C)n1Cc1ccccc1 (stereo not given)	i
64	CC(C)Cc1cc(C(=O)Nc2cc(Cl)ccc2O)no1	i
65	O=C1NCCN(C(=O)c2ccc(-n3cccc3)cc2)C1Cc1ccccc1 (stereo not given)	?
66	Cc1cc(C)c(OCC(O)CN2CCN(Cc3ccc4c(c3)OCO4)CC2)c(C)c1 (stereo not given)	?
67	Cc1onc(-c2ccccc2)c1C(=O)N1CCCC(Nc2ccc3c(c2)OCCO3)C1 (stereo not given)	i
68	CC(C)NC(=O)CNC(=O)Cn1ccc2ccccc2c1=O	i
69	COc1ccccc1-c1cn2c(C(=O)NCC3CCOC3)csc2n1 (stereo not given)	i
70	O=C(O)CSc1nnc(Cc2cccnc2)n1-c1cccc(Cl)c1	i
71	Cc1ccc(NCC(=O)c2ccc([N+](=O)[O-])cc2)cc1	36%*
72	C=CCn1cc(-c2c(-c3ccccc3)ncn2[C@H](C(N)=O)C(C)C)c(C)n1	i
73	O=C1CSC(c2ccccc2)N1c1ccc(Cl)cc1 (stereo not given)	i
74	Cc1ccc(-c2cc(C(=O)NN)c3ccccc3n2)s1	i
75	CCOc1ccc(NC(=O)c2sc3ncn(CC(=O)N(CC)CC)c(=O)c3c2C)cc1	i

# Next section.
no.	mol	ST2 inh
76	Cc1ccc(NC2SC(=O)N(c3ccccc3)C2=O)cc1 (stereo not given)	i
77	COc1cc(OC)c(OC)cc1CN1CCN(S(=O)(=O)c2ccccc2[N+](=O)[O-])CC1	i
78	CCn1c(C2CCCN(Cc3cccn3-c3nccs3)C2)nn(C)c1=O (stereo not given)	?
79	OC1CCN(Cc2ccc(F)cc2)CC1	i
80	CN1C(=O)C2(CCN(C(=O)CCc3ccc(=O)[nH]n3)CC2)c2ccccc21	?
81	CCN(CC)C(=O)C1=C(C)Nc2nc3ccccc3n2C1c1ccc(Br)cc1 (stereo not given)	i
82	CC1=NN(C2=NS(=O)(=O)c3ccccc32)C(C)(O)C1 (stereo not given)	i
83	COc1cccc(CNC(=O)CCC2CCCN(C(=O)c3snnc3C)C2)c1 (stereo not given)	?
84	Cc1cc(C)c(-n2nnnc2SCc2nc(N)nc(N3CCOCC3)n2)c(C)c1	i
85	CCOc1cc2c(cc1OCC)C1C(C(=O)N3CCCCC3C)c3ccccc3C(=O)N1CC2 (stereo not given)	i
86	Cc1ccc(NC2(c3ccccc3)C(=O)c3ccccc3C2=O)cc1	?
87	Cc1ccccc1NC(=O)c1c(F)c(F)c(F)c(F)c1F	i
88	CCOc1cccc(N2C(=O)CC(N3CCN(Cc4ccc5c(c4)OCO5)CC3)C2=O)c1 (stereo not given)	i
89	COc1ccc(N=C2S[C@H]3[C@H]([C@@H](O)[C@H](O)C[C@@H]3C(N)=O)N2Cc2ccc(-c3ccccn3)cc2)cc1	?
90	COCCCNC(=O)c1ccc2c(c1)ncn2C1CCCCCC1	i
91	Cc1cc(N2CCN(C)CC2)nc(N2CCN(S(=O)(=O)c3ccc(C)c(C)c3)CC2)n1	i
92	CCc1ccc(NC(=O)CSC2=NN3CCCC(=O)N=C3S2)cc1	i
93	Cc1ccc(C(C)C)c(OCC(=O)NCc2ccccc2)c1	i
94	Cn1c(C(=O)N2CCc3c(nc(N)[nH]c3=O)C2)cc2ccccc21	i
95	CCSCCOC(=O)C1=C(C)NC2=C(C(=O)C(C(=O)OC)C(C)C2)C1c1cccc(F)c1 (stereo not given)	i
96	O=C(NCCn1cc(SCC(=O)N2CCCCC2)c2ccccc21)c1ccc(F)cc1	i
97	CCOC(=O)C1CCCN(C(=O)c2cc3c(=O)n4cccc(C)c4nc3n2C)C1 (stereo not given)	i
98	Cc1nc2nc(SCC(=O)NCC3CCCO3)nn2c(C)c1Cc1ccccc1Cl (stereo not given)	i
99	COc1ccccc1NC(=O)Cn1nnc(-c2ccccc2F)n1	?
100	COc1ccc(NC2CCCN(C(=O)c3ccccc3C(F)(F)F)C2)cc1OC (stereo not given)	i
101	CCC(C)NC(=O)c1cn(C)c(=O)c2c1c1ccccc1n2C (stereo not given)	i
102	C(=C(c1nnnn1-c1ccccc1)c1nnnn1-c1ccccc1)c1ccccc1	?
103	O=C(NCc1ccccc1)c1cccn2c(=O)c3sccc3nc12	i
104	CCCS(=O)(=O)N1CCC(C(=O)NCCCN2CCOCC2)CC1	i
105	Cc1cccn2cc(CCN3C(=O)c4ccccc4C3=O)nc12	i
106	CCN1CCN(CCCNC(=O)c2cc3cc4ccc(OC)cc4nc3o2)CC1	i
107	O=C(CSc1cccc2cccnc12)N1CCOCC1	i
108	Cc1ccccc1Cc1c(C)nc2nc(SCC(=O)NCc3ccc4c(c3)OCO4)nn2c1C	?
109	O=C(NC1CCCCC1)c1ccc(C(=O)NC2CCCCC2)c([N+](=O)[O-])c1	?
110	COCCCNC(=O)c1c(NC(=O)C2COc3ccccc3O2)sc2c1CCCC2 (stereo not given)	i
111	CCOC(=O)c1sc(=NC(=O)c2cccc(Oc3ccccc3)c2)n(C)c1C	i
112	CN(Cc1ccccc1)c1nc2c(c(=O)[nH]c(=O)n2C)n1CCSc1ncccn1	?
113	Cc1ccc(S(=O)(=O)Nc2ccc(NC(=O)c3ccc([N+](=O)[O-])cc3Cl)cc2)cc1	?
114	O=[n+]1c2c(n([O-])c3c1CCCC3)CCCC2	i
115	CSc1cccc(NS(=O)(=O)c2ccc3c(c2)oc(=O)n3C)c1	i
116	Cc1cc(C)cc(NCC(=O)Nc2c(C)cccc2C)c1	?
117	N#C/C(=C\c1ccc(Br)cc1)c1nc(C2CC2)cs1	49%*
118	COc1ccccc1C(=O)Nc1ccc2oc(-c3ccccc3C)nc2c1	?
119	O=S(=O)(NC1CCCCC1n1cc(-c2ccccc2)nn1)c1ccc(Cl)cc1 (stereo not given)	?
120	Cn1cc(CC(=O)N2CCC(N3CCCCC3)CC2)c2ccccc21	i
121	COc1ccc(C(=O)Nc2nc(C(F)(F)F)c(-c3ccccn3)s2)cc1OC	i
122	OC1CCCN(c2ncccc2CNC2CCSCC2)C1 (stereo not given)	i
123	Cc1cccc(C(C(=O)NCc2cc(-c3ccco3)on2)N(C)C)c1 (stereo not given)	i
124	COc1cc(/C=C/C(=O)OCC2OC(OC3(CO)OC(CO)C(O)C3O)C(O)C(O)C2O)ccc1O (stereo not given)	?
125	c1ccc(Cn2cccn2)c(CN2CCCn3cncc3C2)c1	i

# Numbers 101 to 105, quoted:
no.	mol	ST2 inh
101	CCC(C)NC(=O)c1cn(C)c(=O)c2c1c1ccccc1n2C (stereo not given)	i
102	C(=C(c1nnnn1-c1ccccc1)c1nnnn1-c1ccccc1)c1ccccc1	?
103	O=C(NCc1ccccc1)c1cccn2c(=O)c3sccc3nc12	i
104	CCCS(=O)(=O)N1CCC(C(=O)NCCCN2CCOCC2)CC1	i
105	Cc1cccn2cc(CCN3C(=O)c4ccccc4C3=O)nc12	i

# (list continues)
no.	mol	ST2 inh
126	O=C(c1cc(-c2ccco2)on1)N1CCCC1	i
127	CC(C)OC(=O)C1C2C=CC3(CN(C(C)c4ccc(Br)cc4)C(=O)C13)O2 (stereo not given)	i
128	CCCCOC(=O)CCc1c(C)[nH]c(=O)c(C#N)c1C	i
129	O=C(Cn1c(-c2cscn2)nc2ccccc21)Nc1ccc(Oc2ccc(F)cc2)cc1	i
130	COc1ccccc1N(C(F)F)S(=O)(=O)c1ccc(C)cc1	i
131	COc1ccc(C2=NN(C(=O)c3ccc(Br)o3)C(c3ccc(C)cc3)C2)cc1OC (stereo not given)	i

# Source: PubChem BioAssay (IUPUI and University of Michigan)
